# Screening results as filed in PubChem BioAssay.
# bCat nuc transl = modulators of beta-catenin nuclear translocation, primary screen, imaging, HeLa cells, immunofluorescence, high-content; AID 1665, 2009; nuclear translocation activity, % at 5 µM; actives 0.3% (n = 190,000);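 active = nuclear translocation activity above 50% at 5 µM, with a well cell count of 50 or more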;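 also: per-cell ratio of nuclear to cytoplasmic median beta-catenin stain intensity; plate controls were DMSO negative control for no effect and GSK-3 inhibitor IX positive control for full effect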
#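 Assay system: human HeLa cells, native beta-catenin; doses: 5 µM primary, 0.02–20 µM confirmation; incubation: compound treatment 24 h, 37°C, 5% CO2; technique: fluorescence imaging of beta-catenin antibody stain plus DAPI; measure: % activation, nuclear-to-cytoplasmic median beta-catenin signal ratio per cell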
# Autophagy mod = autophagy modulators in MEF cells, primary screen, imaging, high-content, MEF GFP-LC3; MEF GFP-LC3 puncta imaging; test concentration mostly 10 µM; calls only at 10 µM (by protocol); actives 0.98% (n = 190,000); AID 463193, 2010;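 active = percentage of spot-positive cells more than 3 SD above its plate mean, without a fluorescence outlier flag or 80% toxicity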;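 also: spot-positive cell cutoff set from DMSO-treated cells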
# P. falciparum M17LAP = P. falciparum M17LAP inhibitors, primary screen, biochemical, fluorogenic H-Leu-NHMec substrate, 1536-well (AID 1619); Leucine aminopeptidase (Plasmodium falciparum (isolate 3D7)); recombinant M17LAP, H-Leu-NHMec fluorogenic kinetic assay; higher % means a stronger effect; one-dose inhibition, % at 30 µM; IC50 in µM for titrated hits; actives 0.38% (n = 220,000);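 active = compound inhibiting the enzyme by more than half at any dose during confirmatory dose-response retesting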;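 also: plate controls were full reaction with DMSO carrier for no effect and no enzyme background for full effect; strong numbers were not always called active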
# MT stabilizer = microtubule stabilizers in HeLa cells, primary screen, imaging, high-content imaging; actives 0.83% (n = 200,000); AID 2205, 2009; % tubulin-high responders, % at 10 µM; HeLa tubulin immunostaining HCS, 24 h; share of cells brighter than vehicle mean+2SD;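 active = plate Z-score above 3 for both tubulin-high and condensed-nucleus cell shares, with cell loss under 80%, at 10 µM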;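 also: anti alpha tubulin signal scored within the nucleus-defined area of each cell; some results filed as inactive read as strong as hits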
# NOD1 NF-kB reporter = NOD1 signaling inhibitors, primary screen, cell-based, luminescence, uHTS (AID 1578). NOD1-driven NF-kB luciferase reporter cells, luminescence; higher % means a stronger effect. inhibition, % at 4 µM; hits with a dose series show EC50 in µM. actives 1% (n = 290,000); in the data active = inhibition mostly above about 36%, no sharp cut-off; inactive = mostly below about 34%;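 also: HEK-293T reporter cells stimulated with the NOD1 agonist gamma-tri-DAP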
# HEK293 NOD2/NF-kB = NOD2 signaling inhibitors, cell-based, luminescence, uHTS, HEK293 (AID 1566) | actives 0.63% (n = 290,000) | one-dose inhibition, % at 4 µM; EC50 in µM for titrated hits | HEK293 NOD2/NF-kB luciferase reporter, luminescence; higher % means a stronger effect; in the data active = inhibition above about 50%; also: many of its hits are not listed in these tables
# Dynein cargo inh = inhibitors of GR-EGFP nuclear translocation, primary screen, dynein cargo transport inhibitor project, imaging, high-content, 3617.4 mouse cells; test concentration mostly 20 µM; stimulated with dexamethasone, 1 µM; active compounds read low; z-score, hits read low; actives 0.47% (n = 220,000); AID 1381, 2008;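 active = plate z-score of nuclear minus cytoplasmic receptor signal below a set negative limit, without overly bright fluorescence or cell loss, cut at about -3.5 in these data, passing the limit was not always enough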;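 also: z-score of nuclear minus cytoplasmic ring GR-EGFP intensity difference per well; some compounds called inactive have numbers as strong as hits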
#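 medium = tetracycline-free induction medium containing charcoal-stripped FBS | also added = 1.0 µM final dexamethasone stimulus | schedule = 48 h induction, 1 h compound, 30 min dex at 37 °C | technique = fixed, Hoechst-stained cells imaged at 10x for EGFP | measure = GR-EGFP nuclear translocation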
# Yfh1-depleted yeast = enhancers of respiration in Yfh1-depleted yeast, dose response, Friedreich's ataxia, plus single-dose screen (AID 1465) | S. cerevisiae Yfh1-off respiration, WST-1 reduction, 72 h; higher fold induction means a stronger effect | actives 0.074% (n = 220,000) | one-dose fold induction at 50 µM; EC50 in µM for titrated hits;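 active = fold induction of absorbance versus untreated yeast above a set limit, then at least 30% activation at any dose in follow-up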;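 also: activators that raise dye reduction in frataxin-depleted yeast; strong numbers were not always called active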
# Insulin prom up = insulin promoter activators in MIN6 cells, imaging, high-content screening, mouse beta cells. MIN6 insulin promoter-GFP reporter; active compounds read high. z-score at 5 µM. actives 0.3% (n = 190,000). AID 1625, 2009;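 active = z-score above 3 at 5 µM with at least 500 cells counted in the well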
# Dynein cargo inh cytoplasmic EGFP = second read-out of Dynein cargo inh, no call of its own (marks repeat the call); z-score; measured here: cytoplasmic GR-EGFP intensity; active compounds read high
# Dynein cargo inh nuclear GR-EGFP = also measured in Dynein cargo inh; calls as there; z-score; measured here: nuclear GR-EGFP intensity;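 lower value marks the stronger effect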
# Dynein cargo inh cell count = recorded beside Dynein cargo inh, whose call it bears; z-score; measured here: cell count per field
# Insulin prom up cell count = further read-out of Insulin prom up, marked with its call; cell count; measured here: cytotoxicity, nuclei count;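 total cells summed across four imaged fields per well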
# bCat nuc transl cell count 5 µM = recorded beside bCat nuc transl, whose call it bears; cell count; measured here: cell count, cytotoxicity flag
# MT stabilizer Hoechst-high % = also measured in MT stabilizer; calls as there; % Hoechst-high responders; measured here: nuclear condensation Hoechst responders;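 share of cells brighter than vehicle mean plus two SD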
# MT stabilizer cytotoxicity % = also measured in MT stabilizer; calls as there; toxicity, %; measured here: cytotoxicity by cell density;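 0% = mean cell density of plate MIN control wells and 100% = no cells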
# Autophagy mod cell loss 18 h = further read-out of Autophagy mod, marked with its call; toxicity, %; measured here: cell loss, nuclei count;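 cell loss after 18 h compound exposure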
# Active calls of the source: *; i = inactive; · = not tested or not shown; + = active, no number.
mol,bCat nuc transl,bCat nuc transl cell count 5 µM,Autophagy mod,Autophagy mod cell loss 18 h,P. falciparum M17LAP,MT stabilizer,MT stabilizer Hoechst-high %,MT stabilizer cytotoxicity %,NOD1 NF-kB reporter,HEK293 NOD2/NF-kB,Dynein cargo inh,Dynein cargo inh cytoplasmic EGFP,Dynein cargo inh nuclear GR-EGFP,Dynein cargo inh cell count,Yfh1-depleted yeast,Insulin prom up,Insulin prom up cell count
CCCC(=O)N(c1ccc2oc(C)c(C(C)=O)c2c1)S(=O)(=O)c1ccc(C)c([N+](=O)[O-])c1,3.3,1047,i,-6.1,7.7%,1.5,5.4,9.0,48.3%,21.3%,2.13,-0.219,1.19,-1.4,i,0.21,1289
O=C(CSc1ccc(Cl)cc1)Nc1ccccc1N1CCN(C(=O)c2ccc(Cl)cc2)CC1,-0.3,1181,i,0.9,1.2%,3.3,2.4,4.2,43.3%,5.1%,-0.00753,-0.0908,-0.138,-0.575,i,-0.57,1518
CCOC(=O)C1CCN(S(=O)(=O)c2ccc(C)c(C)c2)CC1,0.2,1519,i,3.3,2.2%,2.5,2.2,11.4,-13.2%,-2.8%,0.0321,-0.114,-0.236,0.761,i,1.08,1266
Cc1cccc(OCc2nnc(SCc3cc(=O)n4cc(Br)ccc4n3)o2)c1,-7.5,1060,·,·,-2.5%,·,·,·,-21.5%,-12.4%,·,·,·,·,i,0.89,1290
NS(=O)(=O)c1ccc(NC(=O)c2ccc(CNS(=O)(=O)c3cc(C(F)(F)F)ccc3Cl)cc2)cc1,-0.1,1135,i,11.6,6.5%,2.4,2.1,2.7,-21.4%,13.5%,-0.129,-0.284,0.089,0.467,i,0.15,1483
Cc1nc2c(C)cccc2c2c1CCN2c1ccccc1F,-0.2,1246,·,·,-134.5%,·,·,·,-0.1%,14.5%,0.0391,-0.193,0.422,0.174,i,-0.15,976
CCCCCCn1c(CN2CCCC(C)C2)nc2c1c(=O)n(C)c(=O)n2C (stereo not given),-1.1,1051,i,0.1,0.7%,5.7,2.3,3.7,19.1%,13.0%,2.12,0.261,1.06,-4.23,i,0.12,1907
Cn1c(Cc2csc(N)n2)nnc1SCC(=O)NCc1ccccc1,0.7,909,i,1.6,1.1%,2.4,1.6,2.1,-12.5%,7.4%,-0.531,-0.27,0.0383,-0.127,i,0.34,1077
CCn1c(NC(=O)c2ccccc2)c(-c2cccs2)c(=O)c2ccccc21,·,·,i,-7.1,19.4%,1.1,1.9,6.7,-2.5%,7.3%,0.175,-0.384,0.207,-0.0991,i,-0.25,1077
COc1ccc(NC(=S)N2CCC(c3nc4ccccc4o3)CC2)c(OC)c1,-1.2,1154,i,-2.6,18.0%,2.4,2.7,3.9,-6.9%,6.1%,0.733,-0.324,0.635,-0.166,i,0.43,1115
COCCNC(=O)Cc1cn(C)c2ccccc12,-0.3,1194,i,-1.9,3.9%,1.8,0.9,5.4,10.9%,14.2%,-0.495,-0.0986,0.363,0.35,i,-0.74,931
O=C(Oc1cccc(C(=S)N2CCCCC2)c1)c1ccccc1,-3.0,1130,i,12.8,-0.6%,1.9,2.1,9.8,-14.9%,12.2%,-0.213,-0.268,-0.137,0.122,i,·,·
Cc1nc2sc(C(c3cccc(F)c3)N3CCN(C(=O)c4ccco4)CC3)c(O)n2n1 (stereo not given),-0.8,1028,i,0.4,3.8%,4.4,2.3,4.6,-25.2%,-0.5%,0.285,-0.141,0.181,-0.458,i,-0.47,1757
O=C(NN=C1CCC(=NNC(=O)c2ccccn2)CC1)c1ccccn1,0.0,1063,i,-15.2,14.5%,2.8,2.2,13.8,-35.7%,-1.5%,1.37,-0.206,1.46,-1.33,i,-0.19,1449
COc1ccc(-c2noc(CCC(=O)NCc3cccnc3)n2)cc1OC,-0.2,1124,i,5.3,-3.6%,3.1,1.8,9.0,6.3%,-5.3%,-0.994,-0.189,-0.0701,1.3,i,0.79,1075
COc1ccccc1C(c1nnnn1Cc1ccccc1)N1CCN(C2CCCC2)CC1 (stereo not given),·,·,i,4.7,3.9%,3.5,2.1,4.6,-19.6%,7.5%,0.692,-0.115,0.495,-0.28,i,·,·
Cc1cccc(N2C(=O)C3CC3C2=O)c1 (stereo not given),-1.8,1125,i,-6.4,3.6%,4.1,3.8,4.6,-33.5%,18.8%,-0.889,0.21,-0.0215,0.683,i,-0.22,1163
COC(=O)c1ccc(NC(=O)CSc2nnc(C)n2-c2ccccc2)cc1,0.0,1062,i,1.7,-4.1%,3.3,2.0,4.8,-1.6%,0.6%,-0.717,-0.21,-0.832,0.436,i,2.81,1199
COc1ccccc1CCNC(=O)Cc1cccs1,0.3,1333,·,·,9.1%,·,·,·,-2.9%,-21.3%,-0.628,-0.272,-0.00969,1.28,i,·,·
CC(=O)Nc1cccc(C(=O)OC(C(=O)c2ccc(C)c(C)c2)c2ccccc2)c1 (stereo not given),-2.3,1458,i,-5.2,0.3%,1.0,0.7,12.3,15.8%,19.8%,-0.215,-0.151,-0.212,0.423,i,-0.22,1510
CC(=O)Oc1ccc(OC(C)=O)c(SCCCCCN2CCOCC2)c1,-0.4,1337,i,5.1,-3.8%,2.1,1.7,5.6,17.9%,20.4%,-0.913,-0.133,-0.6,0.0796,i,-0.43,1456
N#CCCn1cc(C(=O)Nc2ccccc2Br)c(-c2cc3ccccc3o2)n1,-0.6,1021,i,4.7,5.4%,3.6,2.4,7.4,40.0%,-15.3%,-0.388,-0.28,-0.381,0.319,i,2.5,1494
CCN(CC)CCn1c(C)nc2c(sc3nc4c(cc32)COC(C)(C)C4)c1=O,-3.2,1171,·,·,5.8%,·,·,·,-17.7%,3.5%,-0.0977,-0.163,-0.0784,0.47,i,0.53,1469
CCCCOc1cccc(C2(C(=O)O)CCCC2)c1,-1.7,1184,i,15.9,42.9%,2.9,2.6,0.1,-14.1%,9.9%,-0.0871,-0.125,0.436,-0.159,i,0.24,1162
O=C(O)CCC(=O)Nc1ccc(C(=O)OCC(=O)c2ccc(Cl)cc2Cl)cc1,-1.4,1053,i,-2.2,9.5%,2.1,1.9,6.4,-36.1%,7.9%,-0.97,-0.279,-0.544,1.01,i,·,·
Cc1ccc(NC(=O)CCNC(=O)c2ccco2)cc1,3.2,973,i,28.3,-5.1%,2.2,1.8,5.6,9.0%,8.2%,-0.182,0.76,0.211,0.107,i,0.65,1496
O=C(C1CC(c2ccc(F)cc2)=NO1)N1CCN(c2ccccc2)CC1 (stereo not given),·,·,i,7.7,-4.1%,2.8,4.5,7.8,-13.9%,0.2%,-0.35,-0.248,-0.199,0.212,i,0.47,1009
CCN1C2=C(C(=O)CCC2)C(c2ccc(O)cc2)C2=C1CCCC2=O,1.2,903,i,-1.0,-1.1%,3.9,2.1,6.3,2.2%,22.7%,-0.741,-0.24,-0.428,0.998,i,-0.22,1847
O=C(Nc1ccccc1Cl)NC1(C(=O)N2CCCCC2)CCCCC1,·,·,i,-5.7,10.7%,3.9,2.8,7.2,-3.6%,15.0%,-0.075,-0.22,-0.664,-0.232,i,·,·
COc1ccccc1OCC(O)Cn1c(=N)n(CCN2CCCCC2)c2ccccc21 (stereo not given),·,·,+,16.6*,-12.0%,2.2,0.0,12.9,-44.7%,-28.7%,1.04,-0.165,1.07,-1.59,i,-5.05,716
Cc1nc([N+](=O)[O-])cn1CC(=O)Nc1ccc2c(c1)OCO2,-1.0,1136,i,3.9,-0.8%,3.3,2.1,5.0,-32.8%,13.1%,0.741,-0.305,0.763,-0.0885,i,-0.02,1186
Cc1cc(N)n2nc(C(F)(F)F)nc2n1,2.3,976,i,1.1,-1.6%,1.6,2.1,8.8,22.6%,-2.8%,0.329,-0.328,0.0885,0.435,i,0.65,1737
COc1ccc(S(=O)(=O)N2CCCCCC2)cc1C(=O)OCC(=O)NCC(C)C,-4.4,1086,i,43.4,6.6%,1.7,1.1,4.7,-10.9%,4.4%,1.4,0.536,1.29,-1.19,i,1.08,865
COc1cc(/C=C(\C#N)C(=O)c2c(C)[nH]c3ccccc23)cc(OC)c1OC,-1.9,1134,i,5.1,10.2%,6.6,1.4,3.3,12.0%,-4.5%,-0.732,-0.199,-0.565,-0.0409,i,0.78,1486
COc1ccc(-c2nc(C#N)c(NCc3ccc(C)cc3)o2)cc1OC,7.5,1075,i,-0.3,-7.8%,3.0,1.6,2.0,-32.4%,-9.3%,0.111,-0.222,0.299,0.254,i,-2.66,1368
COC(=O)c1cc2nc(-c3ccccc3)cc(C(F)(F)F)n2n1,-2.4,585,i,27.6,12.2%,3.0,2.3,6.7,-21.3%,12.7%,1.56,2.02,1.34,-4.67,i,·,·

# Only part of the results is shown. The share of hits here may be higher or lower than overall.
